Compound activity from PubChem.
F508del corr: F508del CFTR correction, initial screen, CFBE line, single point | CFBE cells, YFP halide quenching; stimulated with forskolin plus potentiator P3; % fluorescence drop versus neutral controls | activity (quench increase), % at 7.58 µM | actives 0.36% (n = 350,000) | AID 720511, 2013;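 active = mean added fluorescence quench of at least 8% versus neutral control, with both replicates also reaching 8%; inconclusive = only one of the mean or replicate conditions met; inactive = mean below 8% and not both replicates reaching 8%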;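 also: cells transiently co-express mutant CFTR-F508del with the halide-sensitive YFP; corrector assay measuring rescue of mutant channel to the surface after 24 h compound exposure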
ERAP1 inh: human ERAP1 aminopeptidase inhibitors, primary screen, biochemical, single point, plate reader | AID 652197, 2013 | recombinant ERAP1, Leu-AMC fluorescence, 60 min | actives 0.15% (n = 340,000) | inhibition, % at 10.7 µM | Endoplasmic reticulum aminopeptidase 1 (Homo sapiens), Q9NZ08;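 active = mean replicate inhibition of at least 30%, or all replicates individually reaching that 30% level; inactive = mean below 30% and not every replicate reaching it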;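 also: 0% = neutral control wells and 100% = L-leucinethiol positive control wells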
Casp6 inh: human caspase-6 inhibitors, primary screen, biochemical, VEID-R110 fluorescence, single point, set 2 | P55212 | actives 0.53% (n = 350,000) | inhibition, % at 12.5 µM | purified caspase-6, Z-VEID-R110 cleavage fluorescence | AID 686996, 2013;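 active = mean inhibition across replicates at least about 35%, with every replicate also reaching that limit, limit read from the data; inconclusive = only one of the two criteria met; inactive = neither criterion met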;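 also: 0% = median of neutral control wells and 100% = no fluorescence left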
Target sequence (P55212 24-179 limits assumed): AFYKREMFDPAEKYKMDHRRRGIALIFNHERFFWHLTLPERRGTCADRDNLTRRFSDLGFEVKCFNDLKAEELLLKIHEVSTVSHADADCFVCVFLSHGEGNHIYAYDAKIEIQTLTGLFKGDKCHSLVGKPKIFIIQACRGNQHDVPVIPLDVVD
Target sequence (P55212 194-293 limits assumed): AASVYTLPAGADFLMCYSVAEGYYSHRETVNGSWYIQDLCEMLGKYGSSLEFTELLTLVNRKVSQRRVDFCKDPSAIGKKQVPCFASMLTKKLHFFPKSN
SIRT5 inh: SIRT5 desuccinylase inhibitors, primary screen, biochemical, fluorescence imaging, single point, set 5; NAD-dependent protein deacylase sirtuin-5, mitochondrial (Homo sapiens), Q9NXA8; Purified SirT5, succinyl-peptide AMC, trypsin-coupled fluorescence; inhibition, % at 15 µM; actives 1.1% (n = 330,000); in the data active = inhibition above about 15%; inconclusive = no clear call, values can overlap the other calls
Target sequence (Q9NXA8 whole entry, looked up): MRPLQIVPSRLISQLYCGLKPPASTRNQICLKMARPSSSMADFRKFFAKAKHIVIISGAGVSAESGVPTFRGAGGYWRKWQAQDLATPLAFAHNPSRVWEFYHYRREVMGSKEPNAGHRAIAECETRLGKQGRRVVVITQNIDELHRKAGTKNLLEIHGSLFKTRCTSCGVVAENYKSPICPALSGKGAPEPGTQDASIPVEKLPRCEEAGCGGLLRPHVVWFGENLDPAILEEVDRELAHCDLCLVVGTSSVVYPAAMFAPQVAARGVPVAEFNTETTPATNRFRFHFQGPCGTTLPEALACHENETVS
ERp5 inh: inhibitors of ERp5-driven insulin aggregation, primary screen, biochemical, turbidity, absorbance 650 nm, single point | 90 min | actives 0.05% (n = 350,000) | Protein disulfide-isomerase A6 (Homo sapiens), Q15084 | inhibition, % at 9.99 µM;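 active = mean replicate inhibition above about 25%, with every replicate also reaching it, limit read from the data, passing the limit was not always enough; inconclusive = only one of those two criteria met; inactive = neither criterion met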
Target sequence (Q15084 whole entry, looked up): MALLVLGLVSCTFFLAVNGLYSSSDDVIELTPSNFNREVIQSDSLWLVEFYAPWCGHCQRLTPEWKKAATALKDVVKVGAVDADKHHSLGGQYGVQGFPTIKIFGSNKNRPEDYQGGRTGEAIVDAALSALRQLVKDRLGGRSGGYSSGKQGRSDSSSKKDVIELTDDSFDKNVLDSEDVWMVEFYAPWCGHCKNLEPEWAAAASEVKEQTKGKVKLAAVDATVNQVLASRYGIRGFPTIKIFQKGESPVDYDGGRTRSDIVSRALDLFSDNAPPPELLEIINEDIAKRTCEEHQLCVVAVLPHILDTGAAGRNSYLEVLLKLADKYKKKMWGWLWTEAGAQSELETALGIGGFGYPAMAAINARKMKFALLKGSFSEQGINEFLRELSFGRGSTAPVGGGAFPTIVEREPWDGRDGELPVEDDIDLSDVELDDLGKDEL
DENV2 CPE: inhibitors of DENV2 cytopathic effect, primary screen, cell-based, plate reader, single concentration. DENV2-infected cells, cytopathic effect rescue. CPE inhibition, % at 9.99 µM. AID 651640, 2012. actives 1.7% (n = 350,000); in the data active = CPE inhibition above about 20%, passing the limit was not always enough; inconclusive = no clear call, values can overlap the other calls; tested in BHK-21 cells;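 also: 0% = median of neutral control wells and 100% = median of positive control wells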
miR-122 sensor: miR-122 Renilla sensor signal increase in Huh7, primary screen, miR-122 inhibitor project, cell-based, single point, plate reader | Huh7 miR-122 Renilla luciferase sensor, 48 h; neutral wells = 0, positive control = 100 | activation (reporter increase), % at 12.5 µM | actives 0.3% (n = 340,000) | AID 602342, 2012;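 active = mean replicate activation score at least 90 and every replicate individually at or above 90; inconclusive = only one of the two criteria met; inactive = neither criterion met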;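 also: higher luciferase means less miR-122 activity so hits act as miR-122 inhibitors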
* marks the source's active call; other numbers are inactive results; u = inconclusive; x = no result given; & = joins results of further samples; [ ] = remark or other dose.

SMILES	F508del corr	ERAP1 inh	Casp6 inh	SIRT5 inh	ERp5 inh	DENV2 CPE	miR-122 sensor
Cc1cc(C)cc(NC(=O)Cn2nnc(C(=O)NCc3ccc4c(c3)OCO4)c2N)c1	1.0	-2	1	-2	-7	-4	-1
O=[N+]([O-])c1ccccc1C=NNC(=S)NN=Cc1ccccc1[N+](=O)[O-]	-0.1	1	3	x	-3	-5	0
COc1ccc(Cl)cc1NC(=O)C1CCN(C(=O)Nc2ccccc2)CC1	3.4	1	1	-3	9	4	2
Cn1c(=O)cc(OCCCC(=O)NCCC2=CCCCC2)c2ccccc21	-0.4	-10	-3	-5	2	-1	x
Cc1noc(C)c1S(=O)(=O)Nc1ccc2c(c1)CC(=O)N([C@@H](C)CO)C[C@H](C)[C@H](CN(C)S(=O)(=O)c1cn(C)cn1)O2	2.4	0	x	0	-5	2	-3[16.7 µM]
CN(C)C(=O)C[C@H]1C[C@H]2c3cc(NC(=O)C4CCC4)ccc3O[C@H]2[C@H](CO)O1	-4.9	0	0	1	3	6	0[16.7 µM]
CC(=O)N1CCN(C(=O)c2ccc(Cl)c(S(=O)(=O)N3CCc4ccccc43)c2)CC1	2.2	2	3	1	-1	-7	-4
Cc1ccc(NC(=S)Nc2ccc(F)cc2)cc1C	0.9	6	0	4	-34	u	25
CCOc1cc(/C=C(\C#N)C(=O)Nc2cccc(C(=O)O)c2)cc(Br)c1OC(=O)c1ccc(OC)cc1	0.6	-15	11	8	-3	4	7
COCCNS(=O)(=O)c1ccc2c(c1)Cc1cc(S(=O)(=O)NCCOC)ccc1-2	-4.9	-2	2	3	-1	-9	0
CC(=O)N1CCc2cc(S(=O)(=O)NCC(=O)NCc3ccc(F)cc3)ccc21	-0.2	0	-1	-2	3	0	4
C=CCNc1nc(C(=O)OCC(=O)NCc2cccc(Cl)c2)cs1	-1.1	-6	2	-6	6	-8	x
Cc1ccc(NC(=S)N2CCC(NC(=O)c3ccc(C)cc3)CC2)cc1	1.4	0	0	-3	5	2	x
NS(=O)(=O)c1ccc(N/N=C/c2ccccc2C(=O)O)c([N+](=O)[O-])c1	7.0	7	1	2	3	2	x
COC(=O)c1ccccc1NC(=O)C1CCN(C(=O)c2cc(OC)c(OC)c(OC)c2)CC1	x	2	-1	3	1	x	x
CCCCOP(=O)(OCCCC)C(O)c1ccc(F)cc1 (configuration not stated)	-0.2	3	1	0	-1	-7	x
CC1CCN(C(=O)COC(=O)CNC(=O)C23CC4CC(CC(C4)C2)C3)CC1	-8.3	0	-1	-4	-1	u	-4
Cc1ccc(S(=O)(=O)Nc2ccc3c(c2)CC(=O)N([C@H](C)CO)C[C@@H](C)[C@@H](CN(C)S(=O)(=O)c2ccc(Cl)cc2)O3)cc1	1.2	x	x	x	x	u	-7[16.7 µM]
COc1ccc(-n2cnnc2SCC(=O)N(C)c2ccccc2)cc1	-2.3	-4	3	-2	4	0	x
O=C(Cc1cccnc1)N1CC(=O)N2[C@@H](CO)[C@@H](c3ccc(C#CC4CCCCC4)cc3)[C@@H]2C1	-2.5	4	2	6	2	6	x
COc1ccc(CN(C)C[C@@H]2Oc3c(NC(=O)Nc4ccc(F)cc4)cccc3C(=O)N([C@@H](C)CO)C[C@@H]2C)cc1	0.6	-7	-1	5	-4	u	8[16.7 µM]
CCOc1cc(CO)cc(Br)c1OCC(=O)Nc1ccccc1C	1.9	1	3	-1	2	-7	-2
CC(C)OCCCNC(=O)c1cc2c(s1)CS(=O)(=O)C2	-0.8	1	4	0	1	4	-7
Cc1noc(C)c1NC(=O)Nc1ccc2c(c1)CC(=O)N([C@H](C)CO)C[C@H](C)[C@H](CN(C)Cc1ccc(Oc3ccccc3)cc1)O2	-2.3	x	x	x	x	1	-3[16.7 µM]
CCC(=O)N1CCCCN2[C@H](C1)[C@H](c1ccc(C#Cc3ccccc3F)cc1)[C@@H]2CO	0.3	4	-5	2	4	0	-2[16.7 µM]

The listing continues.
SMILES	F508del corr	ERAP1 inh	Casp6 inh	SIRT5 inh	ERp5 inh	DENV2 CPE	miR-122 sensor
COc1ccc(S(=O)(=O)N2CCCC2CNC(=O)C(=O)NCCc2ccccc2)cc1 (configuration not stated)	-0.4	1	-3	0	-7	19	74
O=C(NNc1c2ccccc2nc2ccccc12)c1ccc(O)cc1	x	-2	6	3	1	-1	x
C[C@@H]1CN([C@@H](C)CO)C(=O)Cc2cc(NC(=O)C3CCCCC3)ccc2O[C@H]1CN(C)Cc1ccc(Cl)c(Cl)c1	2.4	1	-3	3	-7	7	-20[16.7 µM]
Cc1ccc(S(=O)(=O)Nc2cccc3c2O[C@H](CN(C)S(=O)(=O)c2ccc(C)cc2)[C@H](C)CN([C@@H](C)CO)C3=O)cc1	-2.1	x	x	-2	x	4	x
C[C@H](CO)N1C[C@H](C)[C@H](CN(C)S(=O)(=O)c2ccc(Cl)cc2)Oc2ccc(NC(=O)c3ccncc3)cc2CC1=O	1.4	0	0	-1	4	0	-5[16.7 µM]
Cc1ccc(S(=O)(=O)N[C@@H]2CC[C@@H](CCNC(=O)c3ccc4c(c3)OCO4)O[C@@H]2CO)cc1	-0.2	-2	-2	0	0	2	x
Cc1ccc(S(=O)(=O)CC(=O)Nc2nnc(C(C)(C)C)s2)cc1	0.7	2	-1	5	6	1	-2
COc1ccc(CCC2(C)NC(=O)N(C(C)C(=O)Nc3ccccc3F)C2=O)cc1 (configuration not stated)	0.7	-2	2	3	5	-7	-3
COc1ccc(NC(=O)CCc2nnc3ccc(NCc4ccco4)nn23)cc1	1.2	0	3	-1	4	-1	-5
C[C@H](CO)N1C[C@H](C)[C@@H](CN(C)C(=O)CCC(F)(F)F)OCCCC[C@H](C)Oc2ccc(NS(=O)(=O)c3cn(C)cn3)cc2C1=O	-0.3	1	3	0	-4	0	10[16.7 µM]
C[C@]12C=C[C@H](O)CC1=CCC1C2CC[C@@]2(C)C1CCC21OCCO1 (some centres not stated)	1.0	2	1	-2	0	-5	-2
Cc1ccc(NCC(=O)N/N=C\c2ccc[nH]2)cc1	-1.5	x	2	1	1	4	0
C[C@@H]1CN([C@@H](C)CO)C(=O)c2cc(NC(=O)Cc3cn(C)c4ccccc34)ccc2O[C@@H]1CN(C)S(=O)(=O)c1ccccc1	0.2	0	3	-4	5	16	5[16.7 µM]
COCC(=O)N(C)C[C@@H]1Oc2ncc(-c3ccc(F)cc3)cc2C(=O)N([C@@H](C)CO)C[C@H]1C	2.1	-3	-2	-3	3	-3	-2[16.7 µM]
O=C(NC(Cc1ccccc1)C(=O)N1CCN(S(=O)(=O)c2ccccc2F)CC1)c1ccccc1 (configuration not stated)	8.7*	1	-1	-3	9	7	-2
COc1ccccc1CCn1cnc(-c2ccccc2F)c1CC(C)C	1.6	2	-3	x	2	-9	x
FC(F)(F)c1ccccc1Cc1c(-c2ccccc2)nc2c3ccccc3ccn12	1.4	6	20	1	0	-10	6
CCC(=NCCc1c(C)[nH]c2ccc(OC(F)(F)F)cc12)C1=C(O)CC(c2ccccc2)CC1=O (configuration not stated)	0.2	-2	-5	-1	-1	4	x
CCCc1c(C(=O)N/N=C/c2c[nH]c3ccccc23)nnn1-c1nonc1N	-0.1	1	5	x	0	u	-2
O=C(COc1ncnc2sccc12)N1CCN(C(=O)c2ccco2)CC1	-3.7	-5	2	0	4	-5	x
O=C(C[C@H]1CC[C@@H]2[C@H](COC[C@H](O)CN2C(=O)c2ccc(F)cc2)O1)Nc1nccs1	3.8	-1	-2	-3	5	16	0[16.7 µM]
CN1C[C@H]2[C@@H](c3ccccc31)[C@H](CO)N2S(=O)(=O)c1ccccc1	0.3	4	10	7	-3	-6	-14[16.7 µM]
CCCCCSc1nnc(-c2ccccc2N)c(=O)[nH]1	x	3	3	-2	3	-1	x
C[C@H]1CN([C@@H](C)CO)C(=O)c2cccc(NC(=O)Nc3cccc4ccccc34)c2O[C@@H]1CN(C)C(=O)NC1CCCCC1	-1.4	2	-2	1	5	44*	2[16.7 µM]
CCOC(=O)c1sc(NC(=O)CSc2n[nH]c(C)n2)nc1C	-3.9	-1	-6	10	4	-5	-7

(more compounds)
SMILES	F508del corr	ERAP1 inh	Casp6 inh	SIRT5 inh	ERp5 inh	DENV2 CPE	miR-122 sensor
Cc1ccc(CN2CCNC(=O)C2CC(=O)NCc2cc(C)n(C)n2)cc1 (configuration not stated)	0.1	6	2	-1	-7	-4	x
C/C=C/c1ccccc1[C@H]1[C@@H](CO)N(C(=O)CN2CCOCC2)[C@H]1C#N	-1.8	-3	-2	-3	0	-2	x
CCN(CC(=O)Nc1ccc(C)c(F)c1)CC(=O)NC(C)C	-0.5	3	0	-4	0	-6	1
O=C(Nc1nnc(C2=COCCO2)o1)c1cccc(F)c1	1.1	3	4	2	5	5	x
C[C@H](CO)N1C[C@H](C)[C@H](CN(C)Cc2ccncc2)Oc2ccc(NC(=O)NC3CCCCC3)cc2CC1=O	-2.3	6	0	3	-1	5	3[16.7 µM]
COc1ccccc1N(C)S(=O)(=O)c1ccc(Cl)c(C(=O)Nc2cccc(C)n2)c1	-1.9	1	1	-1	-2	-5	x
NS(=O)(=O)c1cccc(NC(=O)CN2CCc3ccccc32)c1	1.4	1	-4	0	6	11	x
C[C@@H]1CN([C@H](C)CO)C(=O)Cc2cc(NC(=O)Nc3ccccc3)ccc2O[C@@H]1CN(C)C	1.3	-5	-2	3	4	1	9[16.7 µM]
OCc1cc(-c2ccccn2)no1	2.1	0	2	-2	1	-5	-5
C[C@H](CO)N1C[C@H](C)[C@H](CN(C)Cc2ccc3c(c2)OCO3)OCCCC[C@H](C)Oc2ccc(NC(=O)Nc3ccc(F)cc3)cc2C1=O	2.3	2	-2	-2	-1	9	-1[16.7 µM]
COc1cccc(C#Cc2cnc3c(c2)C(=O)N([C@H](C)CO)C[C@H](C)[C@H](CN(C)C(=O)C2CC2)O3)c1	1.6	-1	2	-1	3	2	5[16.7 µM]
O=C(C1CCCC1)N1C[C@@H]2N[C@H](C1)C2c1ccc(-c2cncnc2)cc1 (some centres not stated)	-0.3&1.4	-4&4	1&-2	0&-1	5&-3	18&-3	x
COC(=O)[C@@]1(Cc2ccc(OC)cc2)[C@H]2c3cc(C(=O)N4CCCC4)n(CCn4cc([N+](=O)[O-])nc4C)c3C[C@H]2CN1C(=O)c1ccccc1	-1.3	-1	4	x	0	0	x
O=C1C2CCCN2C(=S)N1C1CCCCC1 (configuration not stated)	0.3	-2	-1	-2	5	-3	-4
Cc1nnnn1/C(=C\c1ccccc1)C(=O)OCC(=O)Nc1ccc(Cl)cc1F	0.3	1	4	0	5	0	x
C[C@@H]1CN([C@H](C)CO)C(=O)c2cc(NS(=O)(=O)c3ccc(F)cc3)ccc2O[C@H]1CN(C)Cc1ccc(Oc2ccccc2)cc1	0.2	1	8	0	7	6	-5[16.7 µM]
C[C@H](CO)N1C[C@H](C)[C@H](CN(C)Cc2cccc3c2OCCCO3)OCc2ccccc2-c2c(n(C)c3ccccc23)C1=O	1.0	-5	1	12	1	16	x
CC(C)(C)C1CCC(OCC(O)CN2CCN(Cc3ccccc3)CC2)CC1 (configuration not stated)	x	10	-9	-1	7	1	x
CN1CCN(S(=O)(=O)c2csc(C(N)=O)c2)CC1	-2.2	1	-2	0	4	5	-7
Fc1ccc(CNC(=S)NC2CCCCC2)cc1	-0.3	-2	-3	-6	0	x	23

Profiles from above. Values in the order: F508del corr, ERAP1 inh, Casp6 inh, SIRT5 inh, ERp5 inh, DENV2 CPE, miR-122 sensor
CCN(CC(=O)Nc1ccc(C)c(F)c1)CC(=O)NC(C)C as listed: -0.5, 3, 0, -4, 0, -6, 1
COc1cccc(C#Cc2cnc3c(c2)C(=O)N([C@H](C)CO)C[C@H](C)[C@H](CN(C)C(=O)C2CC2)O3)c1 as listed: 1.6, -1, 2, -1, 3, 2, 5[16.7 µM]
C/C=C/c1ccccc1[C@H]1[C@@H](CO)N(C(=O)CN2CCOCC2)[C@H]1C#N as listed: -1.8, -3, -2, -3, 0, -2, x
